Screening results deposited in PubChem by NMMLSC.
LNCaP diff act – activators of LNCaP prostate cell differentiation | AID 795 | actives 0.56% (n = 24,000) | side scatter shift, % at 10 µM | flow cytometry side scatter, 4 d;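 active means side scatter shift above 30%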;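 further: androgen-responsive LNCaP prostate cancer cells in charcoal-stripped serum medium; percent of cells past a gate set so DMSO wells show 10% shift; higher shift means more granular cells and more differentiation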
VLA-4 agonist – allosterically activates the human VLA-4 integrin | activation, % at 10 µM (by protocol) | Jurkat cells, LDV-FITC binding, flow cytometry | AID 528 | 24,000 tested, under 10 active | P13612;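 active means fluorescent ligand binding to cells raised by more than 40% of the manganese-induced maximum; inconclusive means compound's own fluorescence above 85% of the ligand control signal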;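 further: 0% = ligand binding without compound and 100% = manganese-stimulated maximal binding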
Target sequence (P13612 whole entry, looked up): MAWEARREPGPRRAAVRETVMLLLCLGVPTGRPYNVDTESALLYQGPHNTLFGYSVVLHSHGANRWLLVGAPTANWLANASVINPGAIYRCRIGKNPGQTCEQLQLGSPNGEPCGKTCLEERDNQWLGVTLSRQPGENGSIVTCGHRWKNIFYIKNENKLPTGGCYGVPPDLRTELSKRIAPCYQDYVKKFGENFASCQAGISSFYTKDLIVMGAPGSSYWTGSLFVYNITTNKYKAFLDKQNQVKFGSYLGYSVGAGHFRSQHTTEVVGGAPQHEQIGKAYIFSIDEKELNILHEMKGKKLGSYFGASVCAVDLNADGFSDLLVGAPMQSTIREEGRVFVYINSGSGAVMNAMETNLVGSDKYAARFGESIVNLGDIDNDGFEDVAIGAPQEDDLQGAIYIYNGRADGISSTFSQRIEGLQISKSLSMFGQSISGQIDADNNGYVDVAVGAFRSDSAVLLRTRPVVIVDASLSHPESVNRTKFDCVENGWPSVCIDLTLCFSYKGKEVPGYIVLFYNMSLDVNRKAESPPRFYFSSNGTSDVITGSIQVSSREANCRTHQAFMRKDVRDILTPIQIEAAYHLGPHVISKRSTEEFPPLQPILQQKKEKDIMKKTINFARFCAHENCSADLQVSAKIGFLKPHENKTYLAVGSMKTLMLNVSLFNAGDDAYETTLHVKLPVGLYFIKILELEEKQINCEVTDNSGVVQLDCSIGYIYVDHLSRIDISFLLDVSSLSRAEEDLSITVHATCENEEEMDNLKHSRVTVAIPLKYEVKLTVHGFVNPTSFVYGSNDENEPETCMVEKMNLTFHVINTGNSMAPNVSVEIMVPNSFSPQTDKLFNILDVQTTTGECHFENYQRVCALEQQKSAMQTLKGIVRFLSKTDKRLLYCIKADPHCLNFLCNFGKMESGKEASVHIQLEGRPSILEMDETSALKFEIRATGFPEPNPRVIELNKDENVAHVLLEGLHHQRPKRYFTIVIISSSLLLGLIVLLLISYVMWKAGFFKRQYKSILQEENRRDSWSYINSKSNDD
VLA-4 antagonist – inhibitors of LDV-FITC ligand binding to Mn2+-activated human VLA-4 integrin. P13612. Jurkat cells, LDV-FITC binding with Mn2+, flow cytometry; 100% = Mn2+-driven binding gain fully reversed. inhibition, % at 10 µM (by protocol). actives 0.2% (n = 24,000). AID 529;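 active means inhibition above 50%; inconclusive means compound itself fluorescent, judged against control cell fluorescence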;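 further: 0% = Mn2+ stimulated cells lacking compound and 100% = ligand binding without Mn2+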
Autofluor Jurkat – autofluorescence counter-screen for VLA-4 integrin assays; Jurkat cells, compound autofluorescence, flow cytometry; active compounds read high; 1 = vehicle-only cell background; actives 0.61% (n = 24,000); fluorescence ratio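 (tested at 10 µM compound in the well)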;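 active means fluorescence ratio above 2.44, which is 1 plus 3 SD of all ratios; inconclusive means signal too bright to measure linearly, ratio around 10 or more; inactive means fluorescence ratio below 2.44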;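 further: green fluorescence of cells measured with 488 nm excitation and 530 nm emission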
Active calls of the source: *; ? = inconclusive; . = no result given. An excerpt; rates above refer to the full screens.

SMILES | LNCaP diff act | VLA-4 agonist | VLA-4 antagonist | Autofluor Jurkat
CCOC(=O)c1cccc(C(=O)OCC)n1 | 2 | 3 | -1 | 0.99
CCN(CC)c1ccc(CNc2ccc(Br)cn2)cc1 | 8 | 1 | -24 | 1.2
O=C(O)C1CCCN1S(=O)(=O)c1ccc2ccccc2c1 (stereo not drawn) | 5 | 3 | -16 | 1.1
CCOC(=O)c1c(C)c(C(=O)N2CCN(c3cccc(Cl)c3)CC2)c(C)n1C | 5 | 0 | 4 | 1.1
COCCn1c(C)cc(C(=O)COC(=O)c2ccc(N3CCCC3=O)cc2)c1C | 15 | -2 | 10 | 1
COc1ccccc1-c1cc(C(=O)Nc2cc(C)nn2-c2ccccc2)no1 | 4 | -3 | -20 | 1.1
O=C(OCc1ccc2c(c1)OCO2)c1ccc(S(=O)(=O)N2CCCCC2)cc1 | 5 | 0 | -6 | 1.1
O=C(NCCC1=CCCCC1)N[C@@H](Cc1ccccc1)C(=O)O | 3 | 11 | -21 | 1
Cc1cccc(CN2CCNC2=O)c1 | 3 | -3 | 2 | 1
O=C(CCS(=O)(=O)Cc1ccccc1F)N1CCc2ccccc2C1 | 6 | 2 | -8 | 1.1
O=c1[nH][nH]c2nc(C(F)(F)F)cc(C(F)(F)F)c12 | 15 | 6 | -13 | 0.99
CS(=O)(=O)c1ccc2nc(NC(=O)C3C4C=CC(C4)C3C(=O)O)sc2c1 (stereo not drawn) | 12 | 3 | -4 | 1.1
COc1ccc(OC)c2[nH]c(=O)c(CCNS(=O)(=O)c3ccc(C)cc3)cc12 | 9 | -11 | 20 | 1.1
CCC1(c2ccc(F)cc2)NC(=O)N(CC(=O)c2ccc[nH]2)C1=O (stereo not drawn) | 8 | 12 | -17 | 1
O=C(O)c1ccc(-c2ccco2)n1Cc1ccccc1 | 7 | 16 | -40 | 1
COc1ccc(N(CC(=O)Nc2nc3ccc(C)cc3s2)S(=O)(=O)c2c(C)nn(C)c2C)cc1 | 6 | -12 | 33 | 1.2
COc1ccc(CCNC(=O)C2=COCCO2)cc1 | 9 | -2 | 2 | 1
CCN(CC)c1ncnc2sc(C(=O)N3CCN(c4ccccc4)CC3)c(C)c12 | 17 | 1 | -22 | 1.1
O=C(CCCn1c(=S)[nH]c2cc3c(cc2c1=O)OCO3)N1CCN(c2ccc(F)cc2)CC1 | 5 | -8 | 8 | 1.2
O=C1c2ccccc2C(Nc2ccc3c(c2)OCO3)N1Cc1ccc2c(c1)OCO2 (stereo not drawn) | 25 | -4 | 7 | 1.1
CCC(C)(C)NC(=O)CN(Cc1ccc2c(c1)OCO2)C(=O)CCC(=O)Nc1ccccn1 | 4 | 3 | -28 | 0.97
C[C@]12CCC(=O)C=C1CC[C@@H]1[C@@H]2[C@@H](O)C[C@@]2(C)[C@H]1CC[C@]2(O)C(=O)CO | 5 | -6 | -12 | 1.1
Cc1ccc(Cl)cc1N1CCN(C(=O)C2CCN(S(=O)(=O)c3cnc[nH]3)CC2)CC1 | 6 | -13 | 1 | 1.1
Cc1ccc(Cn2nnc3c(=O)[nH]c(C4CCN(S(=O)(=O)c5cc(C)ccc5C)CC4)nc32)cc1 | 4 | ? | ? | 1.2
CC(C)(C)NC(=O)C(c1ccco1)N(C(=O)Cn1nnc(-c2ccc(F)cc2)n1)c1ccccc1 (stereo not drawn) | 6 | -2 | 14 | 1.1
c1ccc2c(c1)nc(NC1CCCCC1)c1nncn12 | 6 | -2 | -3 | 1.2
CCN1C(=O)c2ccccc2S(=O)c2ccc(C(=O)NCCCN3CCCC3=O)cc21 (stereo not drawn) | 4 | 7 | -1 | 1
CCOC(=O)CC(=O)CSc1nnc(Cn2c(=O)sc3ccccc32)n1C | 4 | -4 | 5 | 1
CN1CCN(C(=O)c2ccc3c(c2)NC(=O)C(N2CCOCC2)S3)CC1 (stereo not drawn) | 5 | ? | ? | 1.3
O=C(C1CCCN(S(=O)(=O)c2ccc(Br)s2)C1)N1CCCCCC1 (stereo not drawn) | 5 | 4 | -12 | 1
CCC(C)NC(=O)CNC(=O)Cn1c(C)cc2ccccc2c1=O (stereo not drawn) | 4 | 3 | -18 | 0.94
O=C(N1CCN(c2ccccc2F)CC1)C12CC3CC(CC(C3)C1)C2 | 5 | 0 | -15 | 1
CC1CCc2cc(F)ccc2N1C(=O)CCC(=O)O (stereo not drawn) | 2 | 5 | -10 | 1.1
COc1ccc(CCNC(=O)C2CCCN(S(=O)(=O)c3cnc[nH]3)C2)cc1OC (stereo not drawn) | 15 | 0 | 0 | 1.1
CCCSc1nc2c(c(=O)[nH]c(=O)n2C)n1CCc1ccccc1 | 9 | -7 | 10 | 1.1
COC(=O)NCc1ccc(CNC(=O)OC)cc1 | 2 | 3 | 8 | 1.1
O=C(CCn1c(=O)[nH]c2ccccc2c1=O)N1CCN(c2ccc(Cl)cc2)CC1 | 1 | -1 | 9 | 1.1
CCN=C1SC(CC(=O)Nc2ccc(C(F)(F)F)cc2)C(=O)N1CC (stereo not drawn) | 11 | 2 | 10 | 1.1
CCC(Sc1nc2c(c(=O)[nH]1)CCC2)C(=O)Nc1cccc(OC)c1 (stereo not drawn) | 6 | -10 | 0 | 1.1
CCOC(=O)N1CCN(CCC(=O)Nc2ccc(C)c(Br)c2)CC1 | 10 | 0 | -7 | 1.1
O=C(Nc1ccc(Cl)cc1)C1CCCN(S(=O)(=O)c2cnc[nH]2)C1 (stereo not drawn) | 20 | -7 | 13 | 1
CCn1c(CSc2ncccn2)nnc1SCC(=O)N1c2ccccc2CC1C (stereo not drawn) | 1 | -10 | 6 | 1
Cc1cccc(NC(=O)CS(=O)(=O)c2c[nH]c3ccccc23)c1C | 2 | ? | ? | 1.1
Clc1ccc(-c2nnc(-c3ccco3)o2)cc1 | 3 | -4 | 0 | 1.1
CCn1c(C(=O)N2CCCC(C(=O)O)C2)cc2sccc21 (stereo not drawn) | 4 | -3 | -13 | 1.1
CCN(CC)S(=O)(=O)c1ccc(C(=O)Nc2ncn(Cc3ccccc3)n2)cc1 | 11 | -4 | 24 | 1
C=CCOC(=O)C1=C(C)OC(N)=C(C#N)C1c1ccc2c(c1)OCO2 (stereo not drawn) | 16 | -8 | 6 | 1.2
Cc1cc(-c2ccco2)n(CC(=O)NCCCc2ccccc2)n1 | 8 | -3 | 2 | 0.91
COc1ccc(C2C(C(=O)Nc3cccnc3)=C(C)Nc3nc(-c4ccco4)nn32)cc1 (stereo not drawn) | 1 | 3 | -4 | 1
COc1ccc(OC)c(N2C(N)=NC(N)=NC23CCCC3)c1 | 9 | 0 | 2 | 1
COC(=O)c1cc2sccc2n1CC(=O)Nc1ccc(OC)c(OC)c1OC | 18 | -2 | 3 | 1.1
CCn1cc(C(=O)NCCCN2CC(C)CC(C)C2)c2cc(OC)c(OC)cc2c1=O (stereo not drawn) | 8 | 0 | 1 | 1.1
CC1CN(C(=O)c2ccc3c(c2)OCO3)OC(c2ccccc2)O1 (stereo not drawn) | 7 | 4 | -5 | 1
CCn1cc(C(=O)NCCCN(C)c2ccccc2)c(=O)c2cc(S(=O)(=O)N(C)C)ccc21 | 4 | ? | ? | 1.1
Cc1ccc(N2C(N)=NC(N)=NC2(C)C)c(C)c1 | 8 | 0 | -8 | 1.1
CC1CCN(C(=O)CCNS(=O)(=O)c2ccccc2)CC1 | 11 | 1 | -1 | 1
CCn1cc(C(=O)NCC2CCCO2)c2cc(OC)c(OC)cc2c1=O (stereo not drawn) | 1 | 1 | 5 | 1.1
Cc1cc(C)cc(-c2nc(-c3ccncc3)no2)c1 | 7 | ? | ? | 1.1
COc1ccccc1N1CCN(CCCNC(=O)Nc2ccccc2)CC1 | 10 | 2 | -8 | 1
CC1(C)N=C(C(=O)c2ccccc2)N(O)C1(C)O (stereo not drawn) | 1 | -3 | 3 | 1

Additional entries follow:
SMILES | LNCaP diff act | VLA-4 agonist | VLA-4 antagonist | Autofluor Jurkat
COc1ccc(CCNC(=O)C2CCN(S(=O)(=O)c3cccc4nsnc34)CC2)cc1OC | 6 | 6 | 7 | 1.1
CN1CCN(CCCN2c3ccccc3Sc3ccc(C(F)(F)F)cc32)CC1 | 11 | 6 | -12 | 0.96
COc1ccccc1CC(NC(C)=O)C(=O)NC1CCN(c2nnnn2-c2ccccc2)CC1 (stereo not drawn) | 9 | -4 | -8 | 1.1
Cc1nn(C(=O)c2cccs2)c(N)c1-c1ccccc1 | 7 | -7 | -3 | 1.2
COc1ccccc1S(=O)(=O)Cc1ccc(C(=O)NCCN2CCCC2)o1 | 1 | -5 | 7 | 1.1
COc1ccccc1-c1cc(C(=O)NCc2cccs2)no1 | 4 | -8 | 5 | 1.2
COc1ccc2[nH]c3c(NCCN4CCCCC4)ncnc3c2c1 | . | 2 | 26 | 0.97
COc1ccc(-n2c(Cc3cccn3C)nnc2SCC(=O)Nc2ccccc2C)cc1 | 2 | 2 | 0 | 1.1
CCOC(=O)C(CC)n1cnc2c(cnn2-c2ccc(Cl)cc2)c1=O (stereo not drawn) | 20 | -10 | -18 | 1.2
Nc1ccc(-n2c(N)c(C(=O)NCc3ccc4c(c3)OCO4)c3nc4ccccc4nc32)cc1 | 10 | -4 | -1 | 1.2
CCCCCc1c(O)c2ccccc2[nH]c1=O | 14 | -8 | -28 | 0.95
COc1ccc(CCN2CC34C=CC(O3)C(C(=O)NCc3ccccc3)C4C2=O)cc1OC (stereo not drawn) | 2 | 2 | -21 | 1.1
Cc1ccc(NCc2nnc(SCC(=O)NCc3ccco3)n2CC2CCCO2)cc1Cl (stereo not drawn) | 8 | 5 | 29 | 0.98
CCOc1ccc(N(CC(=O)Nc2ccc(OC)cc2)S(=O)(=O)c2c(C)noc2C)cc1 | 11 | -2 | 12 | 1
O=C(CSc1nnc(CNC(=O)c2cccs2)o1)NCCc1ccccc1 | 5 | 3 | -3 | 1
CCn1cc(C(=O)NC2CCC(C)CC2)c(=O)c2cc(S(=O)(=O)N3CCCCC3)ccc21 (stereo not drawn) | 3 | 5 | 0 | 1
COc1ccc(-c2cc(C(=O)N3CCN(c4ccccn4)CC3)c3ccccc3n2)cc1 | 9 | 6 | 1 | 1.1
Cc1cccc(NC(=O)CN2CCCN(S(=O)(=O)c3ccc(Br)s3)CC2)c1 | 2 | ? | ? | 1.1
CCC1(CC)C(=O)N(C)C(=O)NC1=NCc1ccccc1 | 7 | 1 | -9 | 1
Cc1ccccc1C(=O)c1cccn1CC(=O)O | 21 | 13 | -25 | 1.1

Whole records, quoted from the list. Values in the order: LNCaP diff act	VLA-4 agonist	VLA-4 antagonist	Autofluor Jurkat
CCOc1ccc(N(CC(=O)Nc2ccc(OC)cc2)S(=O)(=O)c2c(C)noc2C)cc1 across the screens: 11	-2	12	1
COc1ccc(CCNC(=O)C2CCN(S(=O)(=O)c3cccc4nsnc34)CC2)cc1OC across the screens: 6	6	7	1.1
COc1ccccc1-c1cc(C(=O)NCc2cccs2)no1 across the screens: 4	-8	5	1.2

The list continues:
SMILES | LNCaP diff act | VLA-4 agonist | VLA-4 antagonist | Autofluor Jurkat
CCNc1ccc(S(=O)(=O)C(F)(F)F)cc1NC(=O)C12CCC(CC1)C2 | 19 | 4 | -10 | 1
COc1ccc(-n2c(Cc3cccn3C)nnc2SCC(=O)Nc2ccc(C)c(Cl)c2)cc1 | 9 | -1 | 13 | 1.1
CN(C)C(=O)c1ccc(Oc2ccc(C(=O)N(C)C)cc2)cc1 | 3 | 4 | 6 | 1.1
Cn1c(-c2ccc(F)cc2)cnc1NCc1ccccc1 | 10 | -15 | -14 | 0.99
Cc1c(Cl)cnc(NC(=O)COC(=O)C(NC(=O)c2ccco2)C(C)C)c1Cl (stereo not drawn) | 10 | 0 | -4 | 1.2
Oc1[nH]c2ccccc2c1C=NCC1CCCO1 (stereo not drawn) | 9 | 0 | 8 | 1
O=C(CN1CCOCC1)Nc1cccc(C(=O)Nc2cccc(C(F)(F)F)c2)c1 | 7 | -6 | 4 | 1.1
OC1(c2cccc(C(F)(F)F)c2)CCNCC1 | 18 | 6 | -19 | 1
Cc1ccc(CCN2CC(C(=O)NCCN3CCOCC3)CC2=O)cc1 (stereo not drawn) | 4 | 4 | -13 | 0.91
CC(CCc1ccccc1)NC(=O)C1CCCN(C(=O)c2cc3sccc3n2C)C1 (stereo not drawn) | 3 | ? | ? | 1.2
O=C(O)c1cccn1Cc1ccccc1F | 8 | 1 | 2 | 1
O=C1OC(NC(=O)c2ccccc2)C(N2CCOCC2)=C1Cl (stereo not drawn) | 6 | 0 | 6 | 1.1

An excerpt from above with just VLA-4 antagonist and LNCaP diff act.
structure	VLA-4 antagonist	LNCaP diff act
Cc1ccc(CCN2CC(C(=O)NCCN3CCOCC3)CC2=O)cc1 (stereo not drawn)	-13	4
Oc1[nH]c2ccccc2c1C=NCC1CCCO1 (stereo not drawn)	8	9
Cc1c(Cl)cnc(NC(=O)COC(=O)C(NC(=O)c2ccco2)C(C)C)c1Cl (stereo not drawn)	-4	10
O=C(O)c1cccn1Cc1ccccc1F	2	8
CC(CCc1ccccc1)NC(=O)C1CCCN(C(=O)c2cc3sccc3n2C)C1 (stereo not drawn)	?	3
